PGC1a acetyl inh = PGC1a acetylation modulation, inhibitor mode; U2OS PGC1a acetylation, AlphaScreen anti-acetyl-lysine; with virally co-expressed GCN5 acetyltransferase; inhibition, % at 15.6 µM; hit rate 0.17% among 350,000; AID 651687;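 active means every replicate shows inhibition of at least 40%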;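 further: 0% = neutral control wells and 100% = positive control wells; some results beyond the cut were filed as inactive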
miR122 inh = miR-122 inhibition in Huh7 cells; Huh7 miR-122 Renilla luciferase sensor, 48 h; neutral wells = 0, positive control = 100; activation (reporter increase), % at 12.5 µM; hit rate 0.3% among 340,000; AID 602342;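 active means mean replicate activation score at least 90 and every replicate individually at or above 90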;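 further: higher luciferase means less miR-122 activity so hits act as miR-122 inhibitors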
Cneo AK release = Cryptococcus neoformans lysis via adenylate kinase release; C. neoformans lysis, adenylate kinase release luminescence, 4 h; normalised: neutral wells 0, clomiphene wells 100; lysis activity, % at 15 µM; hit rate 0.2% among 360,000; AID 651654;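 active means mean lysis activity across replicates of at least 80%, whatever share of replicates individually reach that level; inactive means mean lysis activity below 80%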
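Material: C. neoformans cells; Schedule: 4 h static compound exposure, 37 °C, read 1 h post-reagent; Measured by: adenylate kinase release luminescence; Read-out: signal increase indicating cell lysis; Controls: Clomiphene as positive lysis control.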
PglD inh = blocks C. jejuni PglD acetyltransferase activity; purified PglD enzyme, DTNB colorimetric CoA detection; inhibition, % at 12.5 µM; hit rate 0.098% among 360,000; in the data active means inhibition above about 16%, passing the limit was not always enough; further: strong numbers were not always called active
E-selectin induc = E-selectin induction on HUVECs. P16581. HUVEC E-selectin immunofluorescence imaging; normalized: neutral wells 0, TNF-alpha wells 100. activation, % at 7.58 µM. hit rate 0.37% among 260,000. AID 686992;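 active means mean E-selectin-positive cell signal at least 10% of the positive control, reached in at least 60% of replicates, without over 20% cell loss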;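 further: in these data hits start at about 27%; measured in HUVEC primary endothelial cells; signal is the percent of cells scored E-selectin positive by PE staining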
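Test system: HUVEC; input: 3,000 HUVEC/well; measured by: immunofluorescence imaging; read-out: % PE-positive cells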
RAD52 anneal inh = blocks human RAD52 DNA annealing; P43351; recombinant RAD52 DNA annealing, FRET fluorescence; inhibition, % at 18.7 µM; hit rate 0.46% among 360,000;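 active means every replicate showing at least 50% inhibition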
ERAP1 HTS inh = ERAP1 (human) enzyme inhibition | Q9NZ08 | recombinant ERAP1, Leu-AMC fluorescence, 60 min | inhibition, % at 10.7 µM | hit rate 0.15% among 340,000 | AID 652197;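 active means mean replicate inhibition of at least 30%, or all replicates individually reaching that 30% level; inactive means mean below 30% and not every replicate reaching it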;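 further: 0% = neutral control wells and 100% = L-leucinethiol positive control wells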
RAD54 inh = blocks human RAD54 Holliday junction branch migration. AID 602329. FAM/BHQ fluorescence. hit rate 0.14% among 360,000. Q92698. inhibition, % at 10.4 µM;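 active means mean normalized replicate activity at least 40 and at least half of replicates scoring 40 or more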;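 further: 0% = median of neutral control wells and 100% = median of positive control wells; inhibitors cause a drop in the FAM fluorescence signal; in these data hits start at about 50%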
Target sequence (Q92698 whole entry, looked up): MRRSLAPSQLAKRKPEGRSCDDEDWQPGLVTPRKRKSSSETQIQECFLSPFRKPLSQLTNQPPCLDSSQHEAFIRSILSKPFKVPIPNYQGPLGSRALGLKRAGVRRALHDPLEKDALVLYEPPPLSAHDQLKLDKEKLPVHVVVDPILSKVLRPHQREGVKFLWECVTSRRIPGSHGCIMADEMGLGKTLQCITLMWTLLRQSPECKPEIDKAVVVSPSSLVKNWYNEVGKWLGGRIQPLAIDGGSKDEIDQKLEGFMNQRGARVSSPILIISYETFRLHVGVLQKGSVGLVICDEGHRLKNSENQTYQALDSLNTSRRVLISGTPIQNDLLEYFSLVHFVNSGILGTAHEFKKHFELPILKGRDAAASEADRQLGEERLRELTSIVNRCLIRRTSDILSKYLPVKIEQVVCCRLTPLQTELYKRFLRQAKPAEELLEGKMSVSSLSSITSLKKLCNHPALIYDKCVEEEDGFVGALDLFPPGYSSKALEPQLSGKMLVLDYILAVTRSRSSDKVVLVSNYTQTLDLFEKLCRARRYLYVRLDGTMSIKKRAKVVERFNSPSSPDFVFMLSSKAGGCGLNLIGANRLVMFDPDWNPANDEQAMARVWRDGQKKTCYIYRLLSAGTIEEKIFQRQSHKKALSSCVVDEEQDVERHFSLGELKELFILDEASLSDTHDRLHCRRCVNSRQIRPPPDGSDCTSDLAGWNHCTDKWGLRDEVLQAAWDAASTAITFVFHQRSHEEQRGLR
Numbers without * were called inactive; . = no result given; & = joins results of further samples; [ ] = another dose, or the depositor's remark.

Sequence of screens: PGC1a acetyl inh	miR122 inh	Cneo AK release	PglD inh	E-selectin induc	RAD52 anneal inh	ERAP1 HTS inh	RAD54 inh
#1 Cc1nn(Cc2c(F)c(F)c(F)c(F)c2F)c(C)c1NC(=O)c1cccc(COc2ccccc2Cl)c1
  7	1	-2	6	.	.	.	7
#2 O=S(=O)(c1ccc(Cl)cc1)N1CCN(S(=O)(=O)N2CCCCCC2)CC1
  -3	.	.	.	0.1	-7	2	.
#3 Cc1ccc(C(=O)Nc2ncc(Cc3ccc(F)cc3)s2)o1
  -14	-10	-7	-6	-0.4	.	.	-12
#4 O=C(N1CCOCC1)N1CCC(c2nc(-c3ccc(S(=O)(=O)N4CCOCC4)cc3)no2)CC1
  -2	8	0	2	.	.	.	6
#5 Cc1n[nH]c(C)c1S(=O)(=O)N1CCN(c2ccccn2)CC1
  3	-4	3	2	.	.	.	2
#6 O=S(=O)(NCCN1CCOCC1)c1cc(Cl)ccc1Cl
  0	23	-5	6	.	-20	2	-9
#7 COc1ccc(CC(=O)NCC2(c3ccc(OC)c(OC)c3)CCOCC2)cc1
  -5	2	-1&2	6&-7	.	-3	6	8&-9
#8 C/C=C/c1ccc([C@@H]2[C@H](CO)N3C(=O)CN(Cc4ccc(F)cc4)C[C@@H]23)cc1
  5	.	.	.	0.2	-10	-2	.
#9 COc1ccc(Nc2nnc(SCC3CCCCO3)s2)cc1 (configuration not stated)
  -20	-10	4	-2	.	9	-1	-1
#10 C[C@H](CO)N1C[C@H](C)[C@H](CN(C)Cc2ccc(F)cc2)Oc2ncc(-c3cccc(F)c3)cc2C1=O
  5	23[16.7 µM]	3	-2	-0.4	15	-1	7
#11 CO[C@@H]1CN(C)C(=O)c2cc(NS(=O)(=O)c3ccc(C)cc3)ccc2OC[C@H](C)N(Cc2nccs2)C[C@@H]1C
  -2	.	1	0	-0.1	-18	-2	5
#12 O=C(N/N=C/c1ccc(OCC(=O)N2CCCCC2)cc1)c1ccccc1
  12	4	0	-3	.	.	.	0
#13 O=C(O)/C=C/C(=O)Nc1ccccc1-c1ccccc1NC(=O)/C=C/C(=O)O
  1	-3	1	-1	.	-10	5	0
#14 Cc1cc(C)nc(CC(N)=O)n1
  12	-5	0	0	.	.	.	2
#15 C#CCSc1nc2ccccc2n1C(=O)c1ccc(S(=O)(=O)N2CCCCC2)cc1
  .	3	-2	3	1.4	-13	-1	0
#16 COc1cc2c(C#N)c(N3CCCCC3)nc(N)c2c(N)n1
  41	-3	-5	7	.	.	.	9
#17 Cc1ccc(C)c(N2CCN(C(=O)Cn3ncc4c([nH]c5ccc(C)cc54)c3=O)CC2)c1
  -2	-7	-1	2	.	3	-1	-10
#18 C[C@H](CO)N1C[C@H](C)[C@H](CN(C)Cc2ccncc2)OCCCC[C@H](C)Oc2ccc(NC(=O)Nc3ccc4c(c3)OCO4)cc2C1=O
  2	7[16.7 µM]	-2	4	0.1	31	-1	-2
#19 COc1cc(C(=O)Nc2nc(-c3cc(C)ccc3C)c(C)s2)ccc1OCC(=O)Nc1ccc(F)cc1
  10	5	-1	-2	-0.2	-5	-3	-1
#20 CSc1nsc(SC)c1C(=O)O
  -20	-4	.	.	.	-19	9	.
#21 Cc1cc(C)n(-c2nc(C)nc3sc4c(c23)CCC(C)C4)n1 (configuration not stated)
  -6	-5	-2	-9	.	.	.	-2
#22 COCC#Cc1ccc([C@@H]2[C@@H](CO)N3C(=O)CN(C(=O)C4CC4)C[C@@H]23)cc1
  -10	.	.	.	0.0	-9	2	.
#23 Cc1cccc(C(=O)Nc2nnc(S(=O)(=O)N3CCCCCC3)s2)c1
  -3	2	0	6	0.2	2	1	-6
#24 COC(=O)c1ccc(CNC(=O)CSc2nc3ccccc3[nH]2)cc1
  -5	1	4	-2	-0.1	-25	0	-9
#25 CCN(CC)S(=O)(=O)c1ccc(NC(=O)c2cccs2)cc1
  3	17	31	0	.	-9	1	-13
#26 Cc1ccc(S(=O)(=O)NC(CC(C)C)C(=O)N2CCOCCOCCOCC2)cc1 (configuration not stated)
  6	1	0	6	.	-20	2	1
#27 C[C@H]1CN([C@@H](C)CO)C(=O)c2cc(NC(=O)NC3CCCCC3)ccc2O[C@@H]1CN(C)CC1CCCCC1
  -1	8[16.7 µM]	20	2	.	9	1	5
#28 CCOc1ccc(S(=O)(=O)N2CCN(C(=O)C3CC3C)CC2)cc1 (configuration not stated)
  -8	.	2	3	-0.1	-9	-4	-6
#29 Cc1occc1-c1nnc(SCC(=O)N2CCCc3ccccc32)n1Cc1ccco1
  5	0	2	0	.	.	.	0
#30 COc1ccc(OC)c(-n2c(-c3ccc(O)cc3O)n[nH]c2=S)c1
  5	12	1	-6	5.0	6	1	-7

(continued)
Sequence of screens: PGC1a acetyl inh	miR122 inh	Cneo AK release	PglD inh	E-selectin induc	RAD52 anneal inh	ERAP1 HTS inh	RAD54 inh
#31 O=C(Nc1ccc(F)cc1)N1CCOCC1
  .	-2	-1	-2	.	.	.	1
#32 O=C(CNC(=O)c1cccc([N+](=O)[O-])c1)NC1CCCc2ccccc21 (configuration not stated)
  13	.	.	.	0.0	-2	1	.
#33 CCOc1ccccc1C(=O)NCC(=O)Nc1ccc2c(c1)OCO2
  11	0	0	-2	8.4	-13	0	0
#34 COc1ccccc1N1CCN(C(=O)c2ccccc2Oc2ccccc2)CC1
  -12	-8	4	5	.	.	.	-5
#35 Cc1cc(OC(C)C(=O)NCc2ccncc2)c2c(C)c(C)c(=O)oc2c1 (configuration not stated)
  1	-4	3	1	-0.5	-10	1	-8
#36 CN1CCN(C(=O)C2Cc3c(-c4cccc(F)c4)ccnc3O2)CC1 (configuration not stated)
  4	0	2	-1	0.3	1	3	5
#37 Cc1csc(NC(=O)C2CCCN(S(=O)(=O)c3ccc4c(c3)oc(=O)n4C)C2)n1 (configuration not stated)
  -18	-9	1	-1	0.0	-3	2	6
#38 COc1ccc(NC(=O)C2(C)CCN2Cc2ccc(SC)cc2)cc1OC (configuration not stated)
  -8	-4	-1	1	-0.3	-11	5	2
#39 CC(C)OC(=O)c1sc2nc(-c3ccccc3)ccc2c1N
  -9	.	-4	6	.	-7	1	-3
#40 O=C(Nc1ccc(F)cc1F)c1cccc(C(=O)Nc2ccc(F)cc2F)n1
  .	.	-2	-2	-0.1	-7	2	-7
#41 COC(=O)C(C)(C(=O)OC)c1ccc(C(F)(F)F)cc1[N+](=O)[O-]
  -6	.	.	.	8.9	-13	-2	.
#42 COc1cccc(NC(=O)CC(=O)c2ccccc2)c1
  22	15	-1	13	.	-14	1	2
#43 CC(CCc1ccccc1)NCc1cccc2ccccc12 (configuration not stated)
  -11	2	-2	-1	.	10	-2	8
#44 Cn1cc(S(=O)(=O)N2CCN(C(=O)c3ccco3)CC2)c(=O)n(C)c1=O
  .	.	7	-6	-0.1	-6	6	-10
#45 CC(=O)c1c(C)[nH]c(C(=O)OCc2c(F)cccc2Cl)c1C
  0	-7	.	.	.	-14	-2	.
#46 CCOC(=O)CC1C(=O)NCCN1Cc1cccs1 (configuration not stated)
  .	5	-1	6	0.0	1	-5	2
#47 C[C@@H]1CN([C@H](C)CO)C(=O)CCCn2cc(nn2)CO[C@@H]1CN(C)S(=O)(=O)c1ccc(-n2cccn2)cc1
  9	.	.	.	-0.1	11	-3	.
#48 COC(=O)C1CN(C(=O)COc2cccc(C)c2C)c2ccccc2O1 (configuration not stated)
  .	.	-3	0	26	-2	-1	10
#49 C/C(=N\NC(=O)C(C)n1nc(C)c([N+](=O)[O-])c1C)c1ccccc1O (configuration not stated)
  1	2	-5	-6	.	.	.	-3
#50 CCCCNc1c(-c2ccc(-c3ccc(C(C)=O)cc3)c(OC)c2)nc2cc(C)ccn12
  4	4	0	-2	0.0	-35	.	3
#51 COc1cccc(/C=N/Nc2ncccc2[N+](=O)[O-])c1OC
  11	9	3	0	.	-11	-1	-2
#52 CSc1ccccc1NC(=S)NC1CCCC1
  .	.	4	-6	0.1	-14	-3	-5
#53 OC/C(Br)=C(\Br)CO
  -30	-4	-1	0	.	-2	6	-6
#54 Cc1ccc(-c2nn(-c3ccc(F)cc3)cc2C(=O)NCC2CCCO2)cc1 (configuration not stated)
  -6	8	-4	7	-0.1	-1	0	7
#55 CCCCn1c(=O)[nH]c(=O)c2c1nc(-c1cc3c(cc1Br)OCO3)n2C
  9	.	.	.	-0.4	-5	2	.
#56 C=CC[C@@H](CC(=O)N(CCO)Cc1ccccc1)C(=O)NC[C@@H](OC(=O)[C@@H](CC=C)Cc1ccc(F)cc1)c1ccccc1
  -8	-1	41	2	0.2	-3	.	5
#57 CC(C)NC(=O)Nc1cccc2c1O[C@@H](CN(C)CC1CC1)[C@H](C)CN([C@@H](C)CO)C2=O
  0	1[16.7 µM]	-2	0	0.3	-8	-3	-4
#58 CC(C)NC(=O)N(C)C[C@@H]1Oc2cc(-c3ccncc3)ccc2S(=O)(=O)N([C@@H](C)CO)C[C@H]1C
  0	23[16.7 µM]	46	0	0.0	19	-5	0

Ten consecutive records out of the list so far, quoted:
Sequence of screens: PGC1a acetyl inh	miR122 inh	Cneo AK release	PglD inh	E-selectin induc	RAD52 anneal inh	ERAP1 HTS inh	RAD54 inh
#26 Cc1ccc(S(=O)(=O)NC(CC(C)C)C(=O)N2CCOCCOCCOCC2)cc1 (configuration not stated)
  6	1	0	6	.	-20	2	1
#27 C[C@H]1CN([C@@H](C)CO)C(=O)c2cc(NC(=O)NC3CCCCC3)ccc2O[C@@H]1CN(C)CC1CCCCC1
  -1	8[16.7 µM]	20	2	.	9	1	5
#28 CCOc1ccc(S(=O)(=O)N2CCN(C(=O)C3CC3C)CC2)cc1 (configuration not stated)
  -8	.	2	3	-0.1	-9	-4	-6
#29 Cc1occc1-c1nnc(SCC(=O)N2CCCc3ccccc32)n1Cc1ccco1
  5	0	2	0	.	.	.	0
#30 COc1ccc(OC)c(-n2c(-c3ccc(O)cc3O)n[nH]c2=S)c1
  5	12	1	-6	5.0	6	1	-7
#31 O=C(Nc1ccc(F)cc1)N1CCOCC1
  .	-2	-1	-2	.	.	.	1
#32 O=C(CNC(=O)c1cccc([N+](=O)[O-])c1)NC1CCCc2ccccc21 (configuration not stated)
  13	.	.	.	0.0	-2	1	.
#33 CCOc1ccccc1C(=O)NCC(=O)Nc1ccc2c(c1)OCO2
  11	0	0	-2	8.4	-13	0	0
#34 COc1ccccc1N1CCN(C(=O)c2ccccc2Oc2ccccc2)CC1
  -12	-8	4	5	.	.	.	-5
#35 Cc1cc(OC(C)C(=O)NCc2ccncc2)c2c(C)c(C)c(=O)oc2c1 (configuration not stated)
  1	-4	3	1	-0.5	-10	1	-8
